# High-throughput results as filed in PubChem BioAssay.
# POLH inh: qHTS for Inhibitors of Polymerase Eta; AID 588591, 2011; 390,000 tested, 1.2% active; recombinant Pol eta, fluorescent DNA replication assay; Potency, µM (highest dose often 114 µM), for the others: top-dose activity change, negative = inhibition, actives largely listed as inhibitors; further: potency means the concentration at half of the fitted maximal effect; on the % scale 0 is the no-effect control and ±100 the full control effect
# Target sequence (Q9Y253 whole entry, looked up): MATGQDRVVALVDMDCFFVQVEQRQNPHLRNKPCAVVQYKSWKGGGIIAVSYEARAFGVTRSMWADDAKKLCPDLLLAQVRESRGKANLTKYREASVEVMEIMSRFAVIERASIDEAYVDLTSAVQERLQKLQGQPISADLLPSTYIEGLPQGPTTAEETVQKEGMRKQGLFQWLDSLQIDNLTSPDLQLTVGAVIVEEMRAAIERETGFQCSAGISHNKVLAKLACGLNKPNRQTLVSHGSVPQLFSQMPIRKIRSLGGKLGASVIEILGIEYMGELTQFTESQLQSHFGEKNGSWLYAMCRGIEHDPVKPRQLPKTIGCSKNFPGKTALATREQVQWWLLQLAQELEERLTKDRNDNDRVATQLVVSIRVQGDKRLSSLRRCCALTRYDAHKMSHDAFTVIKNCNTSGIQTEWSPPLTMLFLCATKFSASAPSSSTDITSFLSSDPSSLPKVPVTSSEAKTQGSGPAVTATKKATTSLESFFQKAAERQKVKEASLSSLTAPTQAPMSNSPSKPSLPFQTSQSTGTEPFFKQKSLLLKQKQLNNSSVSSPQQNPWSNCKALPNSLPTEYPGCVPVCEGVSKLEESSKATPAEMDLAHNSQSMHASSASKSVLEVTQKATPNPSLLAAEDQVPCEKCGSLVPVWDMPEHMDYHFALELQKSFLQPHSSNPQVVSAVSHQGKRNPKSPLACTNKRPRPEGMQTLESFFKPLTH
#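 Pol eta (10 nM) was preincubated with compounds for 15 min at room temperature, after which fluorescent replication substrate (50 nM final) was added to start the reaction. Fluorescence was read kinetically at 0 and 10 min.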
# 12-LOX inh: Primary qHTS assay for inhibitors of human arachidonate 12S-lipoxygenase (ALOX12): Round 2. Polyunsaturated fatty acid lipoxygenase ALOX12 (Homo sapiens), P18054. purified 12hLO, xylenol orange hydroperoxide absorbance. 580,000 tested, 1.1% active. Potency, µM (top dose mostly 108 µM), without a hit: at the highest dose activity change, negative = inhibition, usual class: inhibitors; further: potency means the concentration at half of the fitted maximal effect; on the % scale 0 is the no-effect control and ±100 the full control effect
#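 Purified human 12hLO (150 nM final) in 25 mM Hepes, 0.01% Triton X-100, pH 7.0 was preincubated 15 min at room temperature with compound. Then 40 uM arachidonic acid was added, 30 min. Hydroperoxide was read by Fe-XO absorbance ratio 573/405 nm.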
# ERG-DNA inh: qHTS for Small Molecule Inhibitors of the ERG Ets/DNA interaction | 370,000 tested, 0.028% active | Transcriptional regulator ERG (Homo sapiens), P11308 | fluorescence polarization, His-ERG Ets domain / labelled DNA | AID 624246, 2012 | Potency, µM (titrated, usually from 76.9 µM), inactives show at the top dose FP activity, negative = inhibition, most hits filed as inhibitors; active means well fitted inhibition curve with a large enough effect in the polarisation, with a control signal flat; inconclusive means small, poorly fitted or top-dose-only effect, or effect the other way, or a change in a side signal; inactive means no such curve, though single readings can be large or run the other way; the % refers to the polarisation;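 further: polarization taken with two DNA probes labelled with fluorescein and Texas red; potency means the concentration at half of the fitted maximal effect; % of control where 0% means no effect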
#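 His-tagged ERG Ets domain (1 uM in the protein solution; 300mM KCl, 50mM Tris-HCl, 1mM EDTA, 1mM DTT, pH 7.5) received compound, then a probe mix of 5 nM fluorescein-DNA and 100nM Texas-615-DNA. Fluorescence polarization was read for both dyes.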
# Apoferritin bind: qHTS Assay for Identification of Novel General Anesthetics | 350,000 tested, 0.074% active | apoferritin/1-aminoanthracene competitive binding, fluorescence | Ferritin light chain (Equus caballus), P02791 | Potency, µM (highest dose often 77.5 µM), for the others: at the highest dose activity change, negative = displacement, usual class: inhibitors; further: potency means the concentration at half of the fitted maximal effect; on the % scale 0 is the no-effect control and ±100 the full control effect; nearly all actives have a fitted effect of over 20% in size
# Target sequence (P02791 2-175 limits assumed): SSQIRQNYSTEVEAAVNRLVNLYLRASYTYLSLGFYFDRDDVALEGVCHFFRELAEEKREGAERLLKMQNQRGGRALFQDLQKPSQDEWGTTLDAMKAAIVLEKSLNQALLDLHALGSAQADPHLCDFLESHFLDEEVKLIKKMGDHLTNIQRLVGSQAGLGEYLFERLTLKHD
#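 Horse-spleen apoferritin (10 uM) in 50% saturated 1-aminoanthracene in PBS was incubated 10 min at room temperature with compound. Fluorescence (ex 380, em 535 nm) was normalized to free and bound 1-AMA, with concentration-response fitted by a four-parameter Hill equation.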
# POLK inh: qHTS for Inhibitors of Polymerase Kappa | DNA polymerase kappa (Homo sapiens), Q9UBT6 | purified Pol kappa, fluorescent DNA synthesis assay, 10 min | Potency, µM (highest dose often 107 µM), for inactives: at the top dose activity, negative = inhibition, actives largely listed as inhibitors | 400,000 tested, 0.53% active; further: potency means the concentration at half of the fitted maximal effect; on the % scale 0 is the no-effect control and ±100 the full control effect
#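 Fluorescent qHTS in 1536-well format: enzyme (10 nM) and compound sat 15 min at room temperature before 50 nM substrate (final) was added. Signal taken at 0 and 10 min; no-enzyme buffer wells were negative controls.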
# RGS4 inhibitor: Inhibitors of Regulator of G Protein Signaling (RGS) 4: qHTS; Regulator of G-protein signaling 4 (Homo sapiens), P49798; Transcreener GDP fluorescence polarization, RGS4-accelerated GTP hydrolysis; Potency, µM (titrated, usually from 114 µM), inactives show at the highest dose activity change, negative = inhibition, usual class: inhibitors; 390,000 tested, 0.039% active; AID 504845, 2011; further: potency means the concentration at half of the fitted maximal effect; on the % scale 0 is the no-effect control and ±100 the full control effect; nearly all actives have a fitted effect of over 75% in size; some results filed as inactive show a strong effect at the top dose
# Target sequence (P49798 whole entry, looked up): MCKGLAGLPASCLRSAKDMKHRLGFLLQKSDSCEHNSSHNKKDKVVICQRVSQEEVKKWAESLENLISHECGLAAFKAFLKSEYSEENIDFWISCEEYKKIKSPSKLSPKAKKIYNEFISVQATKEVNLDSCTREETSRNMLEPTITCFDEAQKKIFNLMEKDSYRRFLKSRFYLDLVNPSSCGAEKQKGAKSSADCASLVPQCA
#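 MLSMR compounds (23 nl, pin-transferred) preincubated 10 min at room temperature with a 500nM (2x) first reagent, then RGS4 at 900nM (2x) plus Transcreener GDP mix added; fluorescence polarization (620/688 nm) read before and after 90 min at 30 °C.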
# LDHA block: qHTS assay for inhibitors of human lactate dehydrogenase | purified LDHA, NADH/diaphorase-resazurin fluorescence; hits give low values | 480,000 tested, 0.15% active | activity change, % (values are at about 110 or 230 µM); in the data active means activity change below about -30%; inconclusive means mostly about -25% to -30%;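 further: plate controls were DMSO wells for no effect and wells without enzyme for full effect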
#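 Human LDH5 at 2 nM final in Tris HCl pH 7.4 with 0.06 mM NADH and 0.2 mM pyruvate, reacted 5 minutes at room temperature. Remaining NADH coupled via diaphorase/resazurin; resorufin fluorescence read at 0 and 20 minutes, normalized to enzyme-free and DMSO wells.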
# Pol beta inh: qHTS Assay for Inhibitors of DNA Polymerase Beta. P06746. Potency, µM (series often up to 114 µM), for the others: top-dose activity change, negative = inhibition, most hits filed as inhibitors. Pol beta primer extension/strand displacement, fluorescence kinetic. 340,000 tested, 1.3% active; further: potency means the concentration at half of the fitted maximal effect; on the % scale 0 is the no-effect control and ±100 the full control effect
#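 Kinetic readout of DNA synthesis with strand displacement by Pol beta. Compound and 10 nM enzyme sit 15 min at room temperature; 50 nM substrate starts the reaction, read immediately and at 10 min.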
# APE1 inh: qHTS Assay for Inhibitors of the Human Apurinic/apyrimidinic Endonuclease 1 (APE1). Potency, µM (titrated, usually from 65.8 µM), without a hit: top-dose activity change, negative = inhibition, most hits filed as inhibitors. 350,000 tested, 0.35% active. recombinant APE1, TAMRA/BHQ-2 abasic DNA cleavage fluorescence. DNA repair nuclease/redox regulator APEX1 (Homo sapiens), P27695;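 further: potency means the concentration at half of the fitted maximal effect; plate controls were vehicle for no effect and reference inhibitor for full effect; nearly all actives have a fitted effect of over 55% in size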
#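 APE1 at 0.75 nM preincubated 15 min at room temperature with compound. Reaction then started with 50 nM double-stranded THF-abasic substrate labelled with TAMRA/BHQ-2, and 525/598 nm fluorescence read kinetically. Activity taken as third-minus-first read difference, normalized to DMSO and NSC13755 controls.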
# An asterisk follows results filed as active; ? = inconclusive; . = not tested or not shown; & = joins results of further samples; [ ] = another dose, or the depositor's remark. Unless noted, the call rests on the fitted dose curve; in most records, active means well fitted curve in the direction sought with a large enough effect; inconclusive means small, poorly fitted or top-dose-only effect, or another doubt; inactive means no such curve, though single readings can be large; an effect the other way counts as inactive or inconclusive.
# Each structure is followed by: POLH inh | 12-LOX inh | ERG-DNA inh | Apoferritin bind | POLK inh | RGS4 inhibitor | LDHA block | Pol beta inh | APE1 inh
1: Cc1ccccc1OC1CCN(C(=O)C2CCC(=O)N(C3CCCC3)C2)CC1 (centres undefined)
    2% | 6% | 16% | -6% | -6% | 1% | -10 | 2% | 83%[activator]
2: Cc1ccc(S(=O)(=O)N(Cc2ccc(F)cc2)C(=O)N2CCN(C)CC2)cc1
    -19% | -20% | -1% | . | -4% | -8% | -3 | . | 8%
3: Cc1ccc(C(=O)NC2=NCCS2)cc1
    . | -19% | . | 1% | . | . | . | -27% | -2%
4: CC1(C)CC(=O)C(C=NCCN2CCN(CCc3ccccc3)CC2)=C(O)C1
    -5% | 8% | 2% | -6% | 9% | -8% | -1 | -1% | -4%
5: COc1ccc(OC)c(S(=O)(=O)N2CCC(c3nc4ccccc4[nH]3)CC2)c1
    2% | 7% | 1% | . | -9% | 28% | -8 | . | 11%
6: Clc1ccc(-c2nnc(CCc3ccccc3)o2)c(Cl)c1
    -9% | -5% | . | ? | -13% | -14% | 4 | 17% | -1%
7: O=C(/C=N/O)NCc1ccncc1
    -1% | 1% | 11% | 3% | -8% | 4% | -2 | -2% | ?
8: Cc1ccc(-c2noc(COc3ccc(Br)c(C)c3)n2)cc1
    -10% | -14% | 0% | -9% | 2% | -12% | -2 | 1% | .
9: Cn1c2c(c(=O)n(C)c1=O)C(c1cccc(F)c1)C(C#N)=C(N)O2 (centres undefined)
    -19% | ? | 8% | -3% | -7% | -28% | -4 | 10% | 0%
10: CCCCCN=C(N)N/N=C/c1c[nH]c2ccc(OC)cc12
    -22% | ? | 31%[activator] | -6%&0% | 3%&-6%[60.1 µM] | 1% | -9 | . | 1%&13%
11: Cc1cccc(NC(=O)CSc2nnc3[nH]c(=O)cc(C)n23)c1C
    -6% | -29% | -9% | 0% | -5%[60.1 µM] | -26% | -2 | 12% | .
12: Cc1c(C)c2cc3c4c(oc3c(C)c2oc1=O)CCCC4
    -20% | 0% | 9% | -15% | -3% | 24% | -7 | 11% | -1%
13: COc1ccc(CCNC(=O)COC(=O)c2ccc(S(=O)(=O)N3CCCC3)cc2)cc1OC
    -4% | -20% | 10% | . | -13% | 12% | -3 | . | 5%
14: Cc1onc(-c2c(F)cccc2Cl)c1C(=O)OCC(=O)NCc1ccccc1
    -19% | 28% | -14% | . | -11% | -6% | -4 | . | 9%
15: N#CC1=C(SCC(=O)c2ccccc2)NC2=C(C(=O)CCC2)C1c1ccco1 (centres undefined)
    0% | ? | 6% | -24% | -12% | -21% | 0 | -1% | -5%
16: Cc1[nH]c(=O)c(C#N)c2c1CCCC2
    0% | 22% | 7% | -8% | -3% | 9% | -5 | -18% | 0%
17: O=C(c1ccc(Cl)c(Cl)c1)N(Cc1ccco1)c1ccc(O)cc1
    -14% | ? | 1% | -12% | -3% | -33% | 1&2 | 23% | 3%
18: COc1cccc(C2=NN(C(=O)c3ccco3)C(c3ccco3)C2)c1 (centres undefined)
    -13% | -17% | -3% | ? | -10% | ? | -2 | 0% | 0%
19: CC(=O)N1C(C(=O)O)Cc2c([nH]c3ccccc23)C1(C)C (centres undefined)
    6% | -3% | -1% | -3% | -9% | 13% | -5 | 27% | 6%
20: Nc1nc2c(F)c(F)c(F)cc2s1
    -1% | ? | 5% | -12% | -2% | -46% | -6 | 4% | -1%

# Arranged by SMILES length (lowest first): part of the list above.
# Each structure is followed by: POLH inh | 12-LOX inh | ERG-DNA inh | Apoferritin bind | POLK inh | RGS4 inhibitor | LDHA block | Pol beta inh | APE1 inh
3: Cc1ccc(C(=O)NC2=NCCS2)cc1
    . | -19% | . | 1% | . | . | . | -27% | -2%
16: Cc1[nH]c(=O)c(C#N)c2c1CCCC2
    0% | 22% | 7% | -8% | -3% | 9% | -5 | -18% | 0%
19: CC(=O)N1C(C(=O)O)Cc2c([nH]c3ccccc23)C1(C)C (centres undefined)
    6% | -3% | -1% | -3% | -9% | 13% | -5 | 27% | 6%
9: Cn1c2c(c(=O)n(C)c1=O)C(c1cccc(F)c1)C(C#N)=C(N)O2 (centres undefined)
    -19% | ? | 8% | -3% | -7% | -28% | -4 | 10% | 0%
13: COc1ccc(CCNC(=O)COC(=O)c2ccc(S(=O)(=O)N3CCCC3)cc2)cc1OC
    -4% | -20% | 10% | . | -13% | 12% | -3 | . | 5%

# Following part.
# Each structure is followed by: POLH inh | 12-LOX inh | ERG-DNA inh | Apoferritin bind | POLK inh | RGS4 inhibitor | LDHA block | Pol beta inh | APE1 inh
21: CC1(C)CC(=O)C(C(C2=C(O)CC(C)(C)CC2=O)c2cccc(O)c2)C(=O)C1 (centres undefined)
    2% | 0% | -1% | -24% | -14% | -10% | 5 | -10% | 0%
22: COC(=O)c1ccccc1NC(=O)c1ccc2c(c1)OCCO2
    -20% | 0% | -2% | -12% | -15% | -12% | -4 | ? | -1%
23: COc1ccc(CNS(=O)(=O)c2ccc3c(c2)N(C(C)=O)CCO3)cc1
    -8% | -1% | 3% | -10% | 11% | -27% | 0 | -1% | 8%
24: CCN(CCC#N)c1ccc(N2C(=O)CCCC2=O)cc1[N+](=O)[O-]
    -13% | 0% | -4% | 3% | -15% | 8% | -8 | 26% | 30%
25: Cc1c(NC(=O)C23CC4CC(CC(Br)(C4)C2)C3)c(=O)n(-c2ccccc2)n1C
    -4% | -1% | -7% | -10% | 10% | 15% | -1 | 14% | 27%
26: O=C(Nc1ccc(Cl)cc1)Nc1ccc(C(=O)N2CCOCC2)cc1
    -9% | 0% | 9% | 1% | 12% | -14% | 0 | 23% | -3%
27: CCC(=O)NC1CCc2cccc(OC)c2C1 (centres undefined)
    . | 4% | . | ? | 0%[19.4 µM] | ? | . | . | 13%
28: Cc1cc(C)nc(SCC(=O)N/N=C/C=C/c2ccccc2)n1
    6% | 0% | 3% | 4% | -4%[60.1 µM] | 24%[11.4 µM] | -3 | 8% | 15%
29: CCOC(=O)c1c(C)[nH]c(C)c1S(=O)(=O)N1CCCC(C(=O)NCc2ccc(C)cc2)C1 (centres undefined)
    -1% | -17% | 1% | -2% | -2%[60.1 µM] | -3% | -5 | -5% | .
30: CCOc1ccc(CNC(=O)COc2cc(=O)n(C)c3ccccc23)cc1
    -1% | 0% | 2% | -13% | -5% | -7% | -8 | 5% | .
31: COC(=O)c1[nH]c2cc(OC)ccc2c1NC(=O)c1nonc1C
    4% | 3% | 4% | -4% | -1% | -9% | 0 | 33% | -3%
32: C=CCn1c(SCC(=O)NC(C)(C)C)nnc1-c1ccccc1O
    -3% | -28% | 6% | 3% | -3% | -6% | 6 | 2% | 4%
33: OCc1nc2ccccc2n1C/C=C/c1ccccc1
    2% | -15% | -8% | -16% | 2% | 20% | -6 | 0% | 0%
34: COc1ccc(Cl)cc1NC(=O)Nc1cn(C)nc1C
    -26% | ? | -2% | -6% | -5% | -13% | -3 | ? | 17%
35: CCCN(C(=O)COC(=O)C12CCC(=O)N1c1ccccc1S2)c1c(N)n(Cc2ccccc2)c(=O)[nH]c1=O (centres undefined)
    5% | . | -9% | -7% | 4% | -10% | -2 | 28% | 9%
36: COc1cc(Cn2c(=O)sc3ccccc32)ccc1OC(C)C
    ? | 5% | 1% | -7% | -22% | 16% | 0 | 4% | .
37: COc1ccc(-c2cc(C(=O)Nc3ccc(C(N)=O)cc3)c3ccccc3n2)cc1
    -14% | ? | 12% | 0% | -12% | -12% | -5 | -1% | 0%
38: NC(=O)CSc1ccc(F)cc1
    -1% | 0% | -6% | -10% | 1% | 12% | 0 | 42% | 2%
39: CN1CCN(C(=O)/C=C/c2c(F)cccc2Cl)CC1
    -11% | -7% | 3% | -7% | -6% | 0% | -3 | 18% | 13%
40: CC(=O)NCCC(=O)N1CCCC(C(=O)c2ccc3c4c(cccc24)CC3)C1 (centres undefined)
    3% | -21% | 10% | -3% | -6% | 10% | 0 | 12% | 2%
41: CCCNC(=O)c1cn(CC)c2cc(N3CCN(C)CC3)c(F)cc2c1=O
    -18% | 0% | -2% | -16% | -8% | 21% | 11 | -3% | -2%
42: Cc1cc(C)n2nc(C(=O)OCC(=O)Nc3ccc(F)cc3F)nc2n1
    -8% | 20% | -6% | . | 1% | 16% | -15 | . | 12%
43: Cc1cccc(/C(N)=N/OC(=O)N2CCOCC2)c1
    -3% | 16% | . | -5% | -14%[60.1 µM] | 4% | -4 | 18% | -1%

# This is a subset; count on the stated rates, not on these rows.
